PLK1 kinase inh – inhibitors of human PLK1 kinase | P53350 | recombinant PLK1 kinase, TR-FRET peptide phosphorylation | inhibition, % at 10 µM | actives 0.53% (n = 97,000) | AID 619;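 active = inhibition of 50% or more in the single-concentration screen; inactive = inhibition below 50%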;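 note: 0% = DMSO max control and 100% = H-89 dihydrochloride min control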
EphB4 antag – antagonists of human EphB4-ephrin-B2 interaction. actives 0.15% (n = 97,000). AID 720. inhibition, % at 7 µM. P54760. EphB4 LBD / TNYL-RAW-Alexa532 peptide, fluorescence polarization;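 active = inhibition above the screen-wide mean inhibition plus 3 SD, cut at about 15% in these data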;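 note: 0% = DMSO wells and 100% = excess unlabeled TNYL-RAW peptide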
Target sequence (P54760 whole entry, looked up, the tested form may be a part): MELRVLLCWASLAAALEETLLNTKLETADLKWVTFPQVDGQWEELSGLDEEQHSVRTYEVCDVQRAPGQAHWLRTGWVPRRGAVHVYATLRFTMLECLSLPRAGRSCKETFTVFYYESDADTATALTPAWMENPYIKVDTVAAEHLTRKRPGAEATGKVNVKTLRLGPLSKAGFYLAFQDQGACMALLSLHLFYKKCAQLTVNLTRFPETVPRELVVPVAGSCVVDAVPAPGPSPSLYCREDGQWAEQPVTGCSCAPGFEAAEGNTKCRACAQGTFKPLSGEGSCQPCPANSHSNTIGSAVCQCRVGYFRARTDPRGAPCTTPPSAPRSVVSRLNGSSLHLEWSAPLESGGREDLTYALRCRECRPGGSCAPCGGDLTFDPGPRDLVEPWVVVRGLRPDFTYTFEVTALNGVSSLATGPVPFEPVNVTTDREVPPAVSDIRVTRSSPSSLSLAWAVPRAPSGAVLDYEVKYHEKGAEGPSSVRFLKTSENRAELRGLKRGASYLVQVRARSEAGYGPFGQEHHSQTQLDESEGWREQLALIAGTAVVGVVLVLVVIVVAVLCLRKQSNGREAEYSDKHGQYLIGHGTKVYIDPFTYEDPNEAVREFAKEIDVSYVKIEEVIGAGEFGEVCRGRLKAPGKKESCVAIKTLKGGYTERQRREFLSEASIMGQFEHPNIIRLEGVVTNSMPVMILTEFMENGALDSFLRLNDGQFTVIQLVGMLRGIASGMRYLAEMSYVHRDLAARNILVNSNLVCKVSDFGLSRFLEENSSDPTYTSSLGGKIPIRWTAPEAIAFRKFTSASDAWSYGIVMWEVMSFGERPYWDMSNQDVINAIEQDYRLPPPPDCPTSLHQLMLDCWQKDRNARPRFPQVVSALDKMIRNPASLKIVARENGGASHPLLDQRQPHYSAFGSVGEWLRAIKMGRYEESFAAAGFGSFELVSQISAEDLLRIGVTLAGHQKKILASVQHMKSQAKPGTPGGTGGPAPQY
F-actin modifier – cytoskeleton assembly modification; actives 0.18% (n = 91,000); HUVEC TNFa F-actin phalloidin imaging, high content; inhibition, % at 2 µM;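 active = inhibition above the batch mean plus 3 SD and confirmed as a hit by visual image inspection, cut at about 30% in these data, passing the limit was not always enough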; note: strong numbers were not always called active
PTPN22 inh 2 – LYP (human) phosphatase inhibition. Q9Y2R2. actives 0.21% (n = 96,000). recombinant LYP catalytic domain, DiFMUP fluorescence. AID 640. inhibition, % at 2 µM;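 active = inhibition at 2 µM at or above a set limit, the screen mean plus 3 SD, cut at about 24% in these data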;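 note: 0% = DMSO with enzyme and 100% = enzyme fully blocked by orthovanadate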
Pyk2 oligo antag – blocks oligomerization of human Pyk2 in cells | actives 0.83% (n = 99,000) | z-score (the deposit names both 25 µM and 10 µM) | Q293 cells, Pyk2 FERM NanoBiT luminescence; stronger effect = lower value;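 active = Z-score of -3 or lower, scaled per plate to the spread of control and sample wells; inactive = z-score above -3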;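 note: negative z-score means lost luminescence so less FERM oligomerization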
Rev-RRE block – HIV Rev-RRE protein-RNA interaction inhibition; actives 0.79% (n = 97,000); P05866; Rev peptide-RRE RNA binding, FRET; AID 704; inhibition, % at 8 µM;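 active = inhibition above the screen-wide mean plus 3 SD, cut at about 35% in these data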;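 note: 0% = median DMSO wells and 100% = median Neomycin B control wells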
Target sequence (P05866 whole entry, looked up): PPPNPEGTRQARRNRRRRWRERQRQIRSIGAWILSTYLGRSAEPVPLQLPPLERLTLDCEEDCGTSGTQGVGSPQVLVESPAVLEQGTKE
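Test system – labelled RRE RNA duplex and labelled Rev peptide · Reagent – labelled Rev peptide · Doses – one concentration, 8 µM nominal · Incubation – 5 + 15 min at 25 °C · Signal – FRET fluorescence readout · Read-out basis – % inhibition of FRET ratio versus controls · Control set – DMSO wells as 0% and neomycin B wells as 100% inhibition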
PLK1 PBD inh – inhibitors of human Plk1 polo box domain binding. P53350. Plk1 PBD phosphopeptide binding, fluorescence polarization. inhibition, %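 (tested at about 20 µM)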. actives 0.13% (n = 97,000). AID 693; in the data active = inhibition above about 34%, passing the limit was not always enough
FAK blocker – inhibitors of human focal adhesion kinase. actives 0.84% (n = 97,000). biochemical FAK kinase activity assay. Q05397. inhibition, %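 (tested at 7 µM)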. AID 727; in the data active = inhibition above about 19%;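 note: 0% = DMSO and 100% = reference compound high control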
PTPN22 act – activators of human LYP (PTPN22) phosphatase. actives 0.11% (n = 96,000). recombinant LYP, DiFMUP fluorescence; 0 = plate median, 100 = signal doubled. activation, % at 2 µM;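 active = activation at 2 µM above a set limit, the mean plus 5 SD, cut at about 37% in these data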
* marks the source's active call; other numbers are inactive results; nt = no result given; [ ] = remark or other dose.

SMILES	PLK1 kinase inh	EphB4 antag	F-actin modifier	PTPN22 inh 2	Pyk2 oligo antag	Rev-RRE block	PLK1 PBD inh	FAK blocker	PTPN22 act
CSc1nc(C)cc(Oc2ccc(=O)n(C)n2)n1	-10	3	-10	2	-0.23	5	14	1	-4
Cc1nc2cc(NC(=O)Nc3nccs3)ccc2n1C	3	-6	-2	-11	0.31	10	-3	1	10
O=C(OCc1ccccc1)Oc1cncc(C(=O)O)c1	-5	1	5	-6	0.68	6	15	-1	6
CCN1C=CC(=C2C(=O)c3ccccc3C2=O)C=C1	-12	6	-13	0	-0.5	11	17	36*	0
O=C(NCc1cccs1)C1CCN(S(=O)(=O)c2ccc(Br)s2)CC1	-32	-4	1	-3	0.5	11	14	-1	5
CN(C)c1nc(SCC#N)nc(N(C)C)n1	-9	2	-13	11	0.02	3	-17	1	-13
COc1ccc(-n2c(SCC(=O)NCC3CCCO3)nc3n[nH]c(C)c3c2=N)cc1 (stereo not given)	3	0	-38	9	0.94	3	40	1	-11
COCc1ccc(O)c2ncccc12	-4	-6	-1	-4	-0.4	1	12	3	4
Cn1ccnc1SCC(=O)c1cccc(Br)c1	-11	3	-8	-2	0.85	12	-9	1	3
CCC(Sc1nc2sc(C(=O)OC)c(C)c2c(=O)n1N)C(=O)NCC1CCCO1 (stereo not given)	0	-2	6	7	1.1	5	13	-2	-8

2 of the compounds above, comma-delimited:
SMILES,PLK1 kinase inh,EphB4 antag,F-actin modifier,PTPN22 inh 2,Pyk2 oligo antag,Rev-RRE block,PLK1 PBD inh,FAK blocker,PTPN22 act
CCN1C=CC(=C2C(=O)c3ccccc3C2=O)C=C1,-12,6,-13,0,-0.5,11,17,36*,0
O=C(NCc1cccs1)C1CCN(S(=O)(=O)c2ccc(Br)s2)CC1,-32,-4,1,-3,0.5,11,14,-1,5

More results follow:
SMILES	PLK1 kinase inh	EphB4 antag	F-actin modifier	PTPN22 inh 2	Pyk2 oligo antag	Rev-RRE block	PLK1 PBD inh	FAK blocker	PTPN22 act
O=C(Nc1cc(Cl)ccc1O)C1CCCO1 (stereo not given)	-13	-6	-6	-10	0.08	1	-6	1	10
Cc1ccnc(NS(=O)(=O)c2ccc(NC(=O)C3CCCCC3)cc2)n1	-13	-8	7	-6	0.38	3	-13	1	3
CCOc1ccc(-c2[nH]ncc2Oc2cccc(OC)c2)c(O)c1	3	7	-20	-2	-2.6	16	5	1	-1
COc1ccc(C(=O)N2CCC(C(=O)Nc3cccc(C)c3)CC2)cc1OC	1	-12	-11	4	1.8	-1	15	-5	-6
CC(C)C(=O)Nc1ccc(NC(=S)NC(=O)c2ccc([N+](=O)[O-])cc2)cc1	-8	-9	-8	6	0.02	-6	8	5	-6
COc1ccccc1N(CC(=O)Nc1c(C)cccc1C)S(C)(=O)=O	-6	0	-4	3	0.34	2	-4	-3	-1
CC(C)CN(CC(C)C)c1nnc(NC(=O)Cn2c(=O)oc3ccccc32)s1	-11	2	3	-8	nt	13	-7	4	5
C=CCn1c(SCC(=O)NC(=O)NCc2ccco2)nc2sc(C)c(C)c2c1=O	-27	-2	-27	2	-1	2	15	-1	-2
Cc1nn(Cc2ccccc2)c2c1C(c1cccc(Cl)c1)C(C#N)=C(N)O2 (stereo not given)	-6	1	1	15	-2	15	-13	0	-16
CCCCOC(=O)C(C)Nc1n[nH]c(=S)[nH]c1=O (stereo not given)	-7	2	nt	8	nt	8	8	-2	-7
CC(=O)Nc1nc(=S)ss1	-5	3	0	5	0.82	12	-21	-2	-4
COc1ccc(N2CCN(C(=O)CSc3ncnc4c3cnn4-c3ccccc3C)CC2)cc1	3	-3	-1	9	0.77	4	9	-2	-10
CCOC(=O)c1[nH]c2ccccc2c1CCCN1C(=O)c2ccccc2C1=O	-12	-4	6	5	-3*	1	-4	1	-2
O=C(O)C1CCCN1C(=O)Nc1ccccc1 (stereo not given)	-9	-7	-8	0	0.48	4	7	1	-2
CCN(CCCNC(=O)c1cn(CC)c2ccc(S(=O)(=O)N(C)C)cc2c1=O)c1cccc(C)c1	-6	-6	-9	-14	-1.1	5	-13	0	12
S=C(NN=C1C2CC3CC(C2)CC1C3)Nc1ccccc1	-7	-5	4	-6	1.1	-3	-7	0	9
COc1ccc(-c2cnn3c(N)c(S(=O)(=O)C(C)(C)C)cnc23)cc1	-7	2	20	-2	-0.78	0	-15	5	6
Cn1c(SCC(=O)N2CCc3ccccc32)nc2cccnc21	-5	-4	-38	9	0.6	2	5	1	-8
Cc1ccc(-n2c(Cc3cccn3C)nnc2SCC(=O)Nc2nnc(C)s2)cc1	-7	4	-15	0	-0.01	4	-23	-4	-4
Cc1cc(C)c(S(=O)(=O)N(C)CC(N)=O)c(C)c1	0	8	14	2	0.92	7	26	1	0
CC(C)(C)C(=O)N1CCN(c2ccc([N+](=O)[O-])c(NCC3CCCO3)c2)CC1 (stereo not given)	-17	-2	21	7	-1.5	8	16	0	-5
COC(=O)c1[nH]c2ccccc2c1NC(=O)CN1CCN(c2cccc(Cl)c2)CC1	-5	3	-6	-7	-2.6	7	-5	2	5
Cc1nc2c(c3c1[nH]c1ccccc13)C(=O)CC(C)(C)C2	-7	-2	-38	-12	-1.1	8	-35	-1	15
COc1ccc(C(=O)N(C(C)C)C(C)C)c(OC)c1	-9	1	5	-9	0.27	-2	-24	-2	9
CCOC(=O)c1cc2sccc2n1CC(=O)N1CCCC1	-11	-6	-13	2	-0.64	7	9	-1	-4
COc1ccc(NC(=O)N(Cc2cc3cc(OC)ccc3[nH]c2=O)CC2CCCO2)cc1 (stereo not given)	-3	1	-32	5	-0.36	10	12	-2	-4
Cn1nnnc1SCC(=O)N1CCN(c2ccc(Cl)cc2)CC1	-3	4	3	14	1.1	2	7	-1	-18
Cc1cccn2c(=O)c3cc(C(=O)NCc4cccnc4)c(=N)n(C(C)C)c3nc12	-14	4	2	-3	-0.32	8	-8	2	2
Cc1nc2sccn2c1-c1nc(-c2cc3ccccc3o2)cs1	-7	-12	-30	4	0.56	2	-7	-2	-4
Cc1ccc(S(=O)(=O)C(C#N)c2nc3ccccc3nc2N2CCCC2)cc1C (stereo not given)	-7	-13	6	-4	0.38	80*[fluorescence artefact?]	7	6	4
O=C(NCCCN1CCOCC1)c1ccc(CS(=O)(=O)c2ccc(Br)cc2)o1	1	-3	12	-12	nt	4	-35	-3	9
CC(C)(c1ccccc1)c1ccc(OCCn2cnc3ccccc3c2=O)cc1	4	-6	10	13	0.23	2	-11	-1	-13
CCOC(=O)c1cccc(NC(=O)Nc2cc(OC)ccc2OC)c1	-10	4	-6	5	-3.4*	14	-7	0	-5
CCOC(=O)Cn1nnc(-c2ccccc2)n1	-10	2	-4	2	-0.04	3	-6	1	-3
COc1ccccc1-c1cc(C(=O)Nc2c(C)n(C)n(-c3ccccc3)c2=O)no1	-12	10	-5	0	-0.44	8	-8	1	-1
CC(C)(CC(=O)N1CCN(c2ccc(Cl)cc2)CC1)CC1=NS(=O)(=O)c2ccccc2N1	2	-1	nt	4	-1.9	-4	17	0	-6
CCn1nc(C)c(NC(=O)/C=C/c2cnn(C)c2C)c1C	-15	3	-11	-5	1.4	3	6	-2	8
O=C(N/N=C/c1cccc(Oc2ccccc2)c1)c1ccccc1Br	3	5	16	9	-2.4	21	-30	4	-6
CCCC(c1nnnn1CC1CCCO1)N1CCN(c2nc3ccccc3s2)CC1 (stereo not given)	-10	-6	-5	-2	-2.4	7	-14	1	-1
O=C(CC12CC3CC(CC(C3)C1)C2)NCC(=O)N1CCCC1	-14	2	2	-7	1.5	1	-3	0	7

Single records (already shown).
`COc1ccc(-n2c(SCC(=O)NCC3CCCO3)nc3n[nH]c(C)c3c2=N)cc1` (stereo not given) is listed with PLK1 kinase inh = 3; EphB4 antag = 0; F-actin modifier = -38; PTPN22 inh 2 = 9; Pyk2 oligo antag = 0.94; Rev-RRE block = 3; PLK1 PBD inh = 40; FAK blocker = 1; PTPN22 act = -11
`CCOC(=O)c1cccc(NC(=O)Nc2cc(OC)ccc2OC)c1` is listed with PLK1 kinase inh = -10; EphB4 antag = 4; F-actin modifier = -6; PTPN22 inh 2 = 5; Pyk2 oligo antag = -3.4*; Rev-RRE block = 14; PLK1 PBD inh = -7; FAK blocker = 0; PTPN22 act = -5

(next part)
SMILES	PLK1 kinase inh	EphB4 antag	F-actin modifier	PTPN22 inh 2	Pyk2 oligo antag	Rev-RRE block	PLK1 PBD inh	FAK blocker	PTPN22 act
COc1ccccc1C/C(N)=N/OC(=O)c1cccc([N+](=O)[O-])c1	-10	5	-3	9	-0.75	7	14	5	-4
CC(NC(=O)c1cc2ccccc2o1)C(=O)O (stereo not given)	-2	5	-30	3	1.3	3	22	-3	-6
Clc1ccc(SCc2cc(-c3ccccc3)no2)cc1	-7	0	14	-5	1.6	5	-9	0	8
CCn1c(CSc2ncccn2)nnc1SCC(=O)N1CCc2ccccc21	0	5	12	-3	-0.05	5	-15	-4	3
CC1=CC(C)(C)N(C(=O)CSc2nnc(N)s2)c2cc(C)c(C)cc21	-13	3	3	6	-1.4	7	-27	-4	-2
Cc1occc1-c1nnc(SCC(=O)NCc2ccco2)n1CC(C)C	16	1	-1	0	-0.16	-1	-25	-4	-1
CN(C)C=Nc1ncc2c3ccccc3n(CCN(C)C)c2c1C#N	45	1	23	0	-1.2	6	1	18	0
CCc1cc(-c2n[nH]c(=S)n2-c2cccc(C)c2)cs1	-6	-1	-1	4	-0.28	4	-1	2	-1
COc1cccc(C(=O)c2c[nH]c(C(=O)NCc3ccco3)c2)c1	-4	-10	14	4	-0.55	-3	-2	-9	2
O=C1c2ccccc2C(=O)N1OCc1ccc(Cl)cc1	5	-2	-5	-8	1.4	4	-20	0	5
Cn1c(=O)c2c(nc(SCCN3CCOCC3)n2Cc2ccc(F)cc2)n(C)c1=O	-16	6	-5	6	0.96	10	22	7	-3
COCC(C)NS(=O)(=O)c1ccc(C)cc1 (stereo not given)	-3	-2	-10	-6	0.64	3	-24	-1	10
CC1CCN(C(=S)c2cn(Cc3ccccc3F)c3ccccc23)CC1	-5	3	-11	12	-1.5	5	-10	6	-8
COCc1[nH]nc2c1C(c1ccc(OC)c(OC)c1)C(C#N)=C(N)O2 (stereo not given)	-8	10	-16	11	0.78	8	14	4	-11
O=C(CSc1nncc2ccccc12)N1CCOCC1	-4	-3	-14	-6	0.06	4	-4	-6	2
Nc1ccc(-n2c(N)c(C(=O)NCc3ccc4c(c3)OCO4)c3nc4ccccc4nc32)cc1	0	-11	7	8	-2.1	8	-22	1	-11
CCc1ccccc1NC(=O)CN(C)C(=O)CN1C(=O)NC2(CCCCCC2)C1=O	4	1	1	-9	0.23	3	-30	-2	8
O=C(Cn1c(C(=O)N2CCc3ccccc3C2)cc2sccc21)c1ccccc1	-14	3	19	4	-4*	10	-7	3	-6
CCn1c(SCC(=O)N2CCCc3ccccc32)nc2ccccc2c1=O	-3	1	23	-11	-1.6	7	-29	14	9
CC1(C)Cc2c(c(-c3ccccc3)[nH]c(=O)c2C#N)CO1	-8	1	20	9	0.94	9	-14	-2	-10
CN(C)c1oc(-c2ccccc2F)nc1C#N	-3	-7	0	4	nt	3	-22	3	-5
CCC(C(=O)O/N=C(\N)c1ccccc1)c1ccccc1 (stereo not given)	-10	-3	-4	1	0.05	9	-20	0	2
CC(C)c1ccc(NC(=O)c2cnn(-c3ccccc3)c2NC(=O)c2ccco2)cc1	-15	6	10	6	-1.7	3	-26	12	-6
COc1ccc(NC(=O)c2cc3n(n2)C(C(F)(F)F)CC(c2ccc4c(c2)OCO4)N3)cc1OC (stereo not given)	4	-9	-22	-12	-0.28	-2	-11	-2	10
O=C(NCN1CCN(CCO)CC1)c1cnccn1	-7	0	-6	-9	-0.07	6	5	1	12
O=C(Nc1nnc(CCN2CCOCC2)s1)C1CCCCC1	-2	1	1	9	0.89	7	-17	-1	-11
CCCC(=O)Nc1nc(C)c(-c2csc(Nc3ccccc3C)n2)s1	-15	-7	10	-14	nt	-15	-16	2	17
CC1CC(C)CN(C(=O)CSc2nnc(-c3ccc(Cl)cc3)o2)C1 (stereo not given)	-6	3	-1	9	nt	14	9	3	-12
